Compound activity from PubChem BioAssay.
AmpC detergent: blocks E. coli AmpC beta-lactamase in detergent assay | AID 485294 | AmpC hydrolysis of nitrocefin, absorbance 480 nm, 0.01% Triton | Potency, µM (doses to about 114 µM), for the others: top-dose activity change, negative = inhibition, usual class: inhibitors | 370,000 tested, 0.041% active;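 also: potency is read from the fitted curve at half-maximal effect; 0% = no-compound wells and -100% = no-enzyme wells; nearly all actives have a fitted effect of over 25% in size; some results filed as inactive show a strong effect at the top dose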
Target sequence (P00811 whole entry, looked up): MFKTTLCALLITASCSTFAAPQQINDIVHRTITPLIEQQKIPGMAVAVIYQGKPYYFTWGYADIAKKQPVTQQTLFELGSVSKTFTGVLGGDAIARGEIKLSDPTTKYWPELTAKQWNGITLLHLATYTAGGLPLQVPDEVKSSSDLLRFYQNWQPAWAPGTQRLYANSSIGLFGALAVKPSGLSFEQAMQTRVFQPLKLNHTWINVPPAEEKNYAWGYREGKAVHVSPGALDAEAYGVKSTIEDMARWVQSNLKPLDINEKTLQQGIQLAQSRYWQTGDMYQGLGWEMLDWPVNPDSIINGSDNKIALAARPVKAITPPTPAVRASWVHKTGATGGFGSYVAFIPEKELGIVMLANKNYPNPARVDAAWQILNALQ
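20 mM phosphate pH 7.0 + 0.01% (detergent screen) or 0.0001% Triton X-100; 5.3 nM AmpC reagent; cpd preinc 15 min RT; nitrocefin (800 uM stock) to start; A480 q20 s × 4 min; Activity was normalised to no-enzyme and no-compound control wells.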
AMA1-RON2 inh: inhibitors of Plasmodium falciparum AMA1-RON2 interaction. AlphaScreen AMA1-biotinylated RON2 peptide binding. Potency, µM (series often up to 58.2 µM), for inactives: at the top dose activity change, negative = inhibition, actives largely listed as inhibitors. 360,000 tested, 0.2% active. AID 720542;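 also: potency is read from the fitted curve at half-maximal effect; 0% = vehicle wells and -100% = peptide control; nearly all actives have a fitted effect of over 45% in size; some results filed as inactive show a strong effect at the top dose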
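AMA1 (3D7) with his tag at 25 nM final met compounds first, then biotinylated RON2 peptide at 25 nM; detection used donor plus acceptor beads, 10 µg/mL apiece, read by AlphaScreen after 30 min at room temperature.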
LmPK inhibitor: inhibitors of Leishmania mexicana pyruvate kinase. purified LmPK, Kinase-Glo ATP luminescence, 1 h. 290,000 tested, 0.37% active. Potency, µM (highest dose often 57.5 µM), inactives show top-dose activity change, negative = inhibition, hits mostly inhibitors; also: potency is read from the fitted curve at half-maximal effect
Target sequence (Q27686 whole entry, looked up): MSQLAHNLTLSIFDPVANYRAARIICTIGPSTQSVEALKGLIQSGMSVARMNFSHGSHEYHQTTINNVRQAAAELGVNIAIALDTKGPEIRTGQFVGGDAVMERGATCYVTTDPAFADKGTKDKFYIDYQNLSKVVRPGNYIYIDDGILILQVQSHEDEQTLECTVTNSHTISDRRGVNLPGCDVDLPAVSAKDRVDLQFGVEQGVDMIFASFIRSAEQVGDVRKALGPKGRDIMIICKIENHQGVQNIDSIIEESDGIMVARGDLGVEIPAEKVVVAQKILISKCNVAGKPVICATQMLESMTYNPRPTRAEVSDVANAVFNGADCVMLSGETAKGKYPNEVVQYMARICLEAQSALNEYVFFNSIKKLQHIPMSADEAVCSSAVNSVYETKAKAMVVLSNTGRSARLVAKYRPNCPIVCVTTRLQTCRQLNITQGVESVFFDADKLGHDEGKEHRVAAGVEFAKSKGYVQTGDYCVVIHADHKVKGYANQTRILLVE
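ATP generated from ADP (0.1 mM) and PEP (0.5 mM) by 0.1 nM LmPK over 1 h at room temperature (pH 7.2 imidazole buffer) was detected by coupled luciferase luminescence. Values were normalized to uninhibited and no-enzyme wells.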
HCV inhibitor: inhibitors of hepatitis C virus infection; Huh7.5.1 HCVcc-Cre infection, luciferase reporter, 44 h; Potency, µM (titrated, usually from 41.8 µM), for inactives: at the highest dose activity change, negative = inhibition, usual class: inhibitors; AID 651820; 340,000 tested, 3.4% active; also: potency is read from the fitted curve at half-maximal effect
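Cells (1,000/well) were plated 4 h before compound, then infected with HCVcc-Cre virus (~0.5 moi). After 44 h further culture, infection was read as luciferase luminescence following a 15 min substrate incubation at room temperature.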
TbPYK inhibitor: T. brucei pyruvate kinase inhibition. AID 624173. 410,000 tested, 0.12% active. TbPYK enzyme, Kinase-Glo Plus ATP luminescence, 45 min. Potency, µM (titrated, usually from 76.8 µM), for the others: top-dose activity, negative = inhibition, most hits filed as inhibitors; also: potency is read from the fitted curve at half-maximal effect; nearly all actives have a fitted effect of over 50% in size
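Screened from lowest to highest concentration, compounds were pinned into TbPYK/substrate mixtures, and ADP (130 uM final) was added. Plates sat at room temperature for 45 min prior to Kinase-Glo Plus detection by luminescence.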
AmpC inh no detg: AmpC beta-lactamase inhibition without detergent; P00811; AmpC nitrocefin hydrolysis, absorbance 480 nm, 0.0001% Triton; Potency, µM (highest dose often 57.1 µM), inactives show at the top dose activity change, negative = inhibition, hits mostly inhibitors; 330,000 tested, 0.52% active; AID 485341;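 also: potency is read from the fitted curve at half-maximal effect; plate controls were no compound for no effect and no enzyme for full effect; nearly all actives have a fitted effect of over 20% in size; some results filed as inactive show a strong effect at the top dose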
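20 mM phosphate pH 7.0 + 0.01% (detergent screen) or 0.0001% Triton X-100; 5.3 nM AmpC reagent; cpd preinc 15 min RT; nitrocefin (800 uM stock) to start; A480 q20 s × 4 min; Activity was normalised to no-enzyme and no-compound control wells.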
HCMV inh: human cytomegalovirus inhibition. HFF cells, HCMV-luciferase reporter, 72 h; hits give low values. activity change, negative = inhibition, % at 57.5 µM. 410,000 tested, 4.5% active. AID 1259415; in the data active = activity change below about -60%; inconclusive = no clear call, values can overlap the other calls; inactive = above about -39%
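After 16 h attachment at 37C, HFF cells received test compound and HCMV-luciferase (1 PFU/cell); reporter luminescence read 72 h later, data normalized against buffer-only and known inhibitor Salinomycin.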
The depositor's hits bear a star; u = inconclusive; x = no result given; [ ] = remark or other dose. Unless noted, calls follow the shape of the dose curve; as a rule, active = well fitted curve in the direction sought with a large enough effect; inconclusive = small, poorly fitted or top-dose-only effect, or another doubt; inactive = no such curve, though single readings can be large; an effect the other way counts as inactive or inconclusive. Unless noted, % is scaled to controls: 0 for no effect and ±100 for the full control effect.

nr	SMILES	TbPYK inhibitor	AmpC inh no detg	HCMV inh	LmPK inhibitor	AMA1-RON2 inh	AmpC detergent	HCV inhibitor
1	Cc1ccc(NC(=O)Cn2cnc([N+](=O)[O-])c2)cc1C	1%	-19%	6	0%	-9%	-3%	14%
2	CC(CC(=O)Nc1ccc(F)cc1)S(=O)(=O)c1cc2c3c(c1)CCN3C(=O)CC2 (stereo not drawn)	-1%	x	-11	x	x	2%	x
3	COCC1CCCN(C(=O)c2cc(COc3ccc4ncccc4c3)on2)C1 (stereo not drawn)	3%	1%	-85*	-11%	16%	0%	1µM*
4	Cc1ccc(C2=NS(=O)(=O)N(C)C(C(=O)NCc3ccccc3)=C2)cc1	4%	-45%	23	-1%	-4%	-9%	11%
5	Cc1ccc(NC(=O)C2C3CCCCC32)cc1[N+](=O)[O-] (stereo not drawn)	2%	-10%	-19	0%	-21%	4%	-9%
6	COC(=O)c1cccc(NC(=O)/C=C/c2ccc3c(c2)OCO3)c1	-1%	-40%	-3	-5%	7%[11.6 µM]	u	u
7	CCOc1ccccc1NC(=O)NC(=O)N(C)S(=O)(=O)c1ccc(C)cc1	0%	-32%	-5	-1%[11.5 µM]	-5%	7%	-9%
8	CCn1cc(CNC(=O)NC2CCCCC2)c(C)n1	0%	-37%	51	1%	10%[2.32 µM]	-11%	5%
9	O=C(Nc1c(-c2ccccc2)[nH][nH]c1=O)c1ccc(Br)cc1	-4%	x	-20	x	9%	x	x
10	Cc1noc(C)c1S(=O)(=O)N1CCC(C(=O)N2CCN(Cc3ccc4c(c3)OCO4)CC2)CC1	3%	145%[activator]	-20	2%	-3%	2%	u
11	O=C1CCCC2=C1C(Cc1ccccc1)C1=C(CCCC1=O)O2	-2%	0%	-15	-8%	1%	u	12%
12	CCOc1ccc(NC(=O)c2cnn(-c3ccccc3)c2-n2cccc2)cc1	0%	x	-20	x	x	15%	x
13	O=C(CCN1CCc2ccccc2C1)c1ccc2c(c1)OCCO2	-24%	14%	x	5%	-7%	-2%	10µM*
14	CC1CC(C)CN(C(=O)c2cccc(N3C(=O)c4ccccc4C3=O)c2)C1 (stereo not drawn)	-4%	-23%	0	x	10%	-8%	15%
15	CCCNC(=O)Cn1c(=O)oc2ccccc21	3%	-15%	-13	-3%	0%	u	16%
16	Cc1ccc(-c2ccnc3c(Br)c(C)nn23)cc1	-5%	-3%	u	-8%	52%[activator]	u	u
17	O=C(O)c1cc(-c2cccs2)[nH]n1	-1%	-7%	-24	-2%	11%	8%	6%
18	COC(=O)[C@H](Cc1ccccc1)NC(=O)NCCc1ccc(S(N)(=O)=O)cc1	2%	-17%	12	10%	5%	-8%	8%
19	COc1ccc(Cl)cc1C(=O)NCc1nnnn1-c1ccccc1	2%	x	-1	x	x	18%	x
20	CC(=O)N1c2ccc(S(=O)(=O)N3CCCCCC3)cc2CC1C(=O)NCc1ccccc1C (stereo not drawn)	-4%	x	8	x	x	-4%	x
21	CCn1cc(S(=O)(=O)Nc2ncccn2)cn1	1%	30%	15	-5%	-5%	-2%	8%
22	Cc1ccc(/C=C(\C#N)C(=O)Nc2ccc(Br)cc2)o1	0%	x	16	x	x	12%	x
23	O=S(=O)(c1cccc2nsnc12)N1CCc2ccccc2C1	1%	13%	-15	-4%	-11%	-12%	21%
24	CC1CC(C)CN(S(=O)(=O)c2ccc(NC(=O)C3CSC4(C)CCC(=O)N34)cc2)C1 (stereo not drawn)	-24%	66%[activator]	-21	x	-15%	8%	u
25	Cc1cc(C)cc(NS(=O)(=O)c2ccc(Oc3ncc(C(F)(F)F)cc3Cl)cc2)c1	-5%	-52%	-17	6%	-19%	3%	u
26	COc1cc2c(cc1OC)C(NC(=O)C(F)(F)F)C/C2=N\O (stereo not drawn)	-4%	-5%	8	1%	-15%	-12%	-9%
27	O=C(c1cc(-c2ccc(O)cc2)on1)N1CCN(c2ccc(F)cc2)CC1	-4%	-23%	-63*	-1%	-13%	-9%	u
28	C#Cc1ccc([C@@H]2C=C(C(=O)N3CCN(Cc4ccc5c(c4)OCO5)CC3)O[C@H](OCC)[C@H]2CCCO)cc1	4%	175%[activator]	-34	5%	5%	-4%	u
29	COc1cccc(NC(=O)CN(C)C(=O)CC2CCCC2)c1	6%	x	24	x	-1%	x	10%
30	COCCCNC(=O)CCCC(=O)NCCCOC	5%	0%	40	-2%	-5%	-6%	7%
31	Fc1ccc(Cc2cn3cc(-c4ccc(F)cc4)nc3s2)cc1	-4%	x	44	x	x	23%	x
32	COc1ccc(COc2cc(-c3cccc(OC)c3)nc3ccc(N)cc23)cc1	-4%	-6%	-90*	9%	-9%	0%	u
33	CC(=O)N1CCc2cc(Br)cc(S(=O)(=O)NCCc3cccc(C)c3)c21	-4%	x	-16	x	x	4%	x
34	CC(C)(C)c1nc2c(s1)CCc1onc(-c3ccc(Br)cc3)c1-2	5%	x	-2	x	-22%	x	6%
35	Nc1ncc2c(n1)-c1ccoc1CC2	0%	-12%	-6	0%	-7%	-5%	-7%
36	Cc1ccc([N+](=O)[O-])cc1NC(=S)NC(=O)c1ccco1	-15%	-7%	0	11%	2%	-5%	u
37	Cc1cc(C(=O)NNc2ccc(F)cc2)no1	-14%	-11%	-19	-2%	-21%	5%	23%
38	CCOC(=O)CNS(=O)(=O)c1cc(-c2nnc(Nc3ccc4c(c3)OCO4)c3ccccc23)ccc1C	1%	-7%	-65*	0%	-23%	1%	u
39	CCC(=O)Nc1ccc2c(c1)OCCO2	-3%	50%[activator]	10	1%	17%	1%	8%
40	O=[N+]([O-])c1ccc(S(=O)(=O)NCCN2CCOCC2)cc1	-7%	-27%	-14	-3%	7%	-1%	2%
41	COc1ccc([N+](=O)[O-])cc1NC(=O)c1cccs1	2%	-14%	u	1%	9%	-3%	11µM*
42	O=C(O)C(Cc1ccccc1)N1C(=O)c2ccccc2C1=O (stereo not drawn)	0%	-17%	-1	7%	-12%	-17%	8%
43	O=C(O)C1C2C=CC(C2)C1C(=O)NCCCN1CCOCC1 (stereo not drawn)	-8%	-15%	-11	1%	3%	-5%	-17%
44	CC(C(=O)NC(C)(C)C)N1C(=O)c2cccc3cccc(c23)C1=O (stereo not drawn)	-1%	-19%	-6	2%[11.5 µM]	8%	6%	-9%
45	CCOc1cc(/C=N/NC(=O)c2cc(-c3cccnc3)nc3ccccc23)ccc1O	-2%	-33%	6	5%	-4%	-2%	15%
46	C=CCc1cc(C=C2C(=O)NC(=O)NC2=O)cc(OC)c1OCc1ccc(C(=O)O)cc1	u	-50%	x	-3%	0%	-3%	18%
47	O=C(Nc1nccs1)c1cccc(S(=O)(=O)N2CCCC2)c1	-2%	-28%	-1	-2%	28%	-10%	-4%
48	Cc1ccccc1/C=C/c1nc2ccccc2c(=O)n1Cc1ccccc1	-4%	-31%	-32	-1%	-1%	-7%	15%

Rewritten with values under each structure: part of the list above
The line under a structure holds: TbPYK inhibitor	AmpC inh no detg	HCMV inh	LmPK inhibitor	AMA1-RON2 inh	AmpC detergent	HCV inhibitor
[44] CC(C(=O)NC(C)(C)C)N1C(=O)c2cccc3cccc(c23)C1=O (stereo not drawn)
  -1%	-19%	-6	2%[11.5 µM]	8%	6%	-9%
[45] CCOc1cc(/C=N/NC(=O)c2cc(-c3cccnc3)nc3ccccc23)ccc1O
  -2%	-33%	6	5%	-4%	-2%	15%
[46] C=CCc1cc(C=C2C(=O)NC(=O)NC2=O)cc(OC)c1OCc1ccc(C(=O)O)cc1
  u	-50%	x	-3%	0%	-3%	18%
[47] O=C(Nc1nccs1)c1cccc(S(=O)(=O)N2CCCC2)c1
  -2%	-28%	-1	-2%	28%	-10%	-4%
[48] Cc1ccccc1/C=C/c1nc2ccccc2c(=O)n1Cc1ccccc1
  -4%	-31%	-32	-1%	-1%	-7%	15%

The list continues.
nr	SMILES	TbPYK inhibitor	AmpC inh no detg	HCMV inh	LmPK inhibitor	AMA1-RON2 inh	AmpC detergent	HCV inhibitor
49	COc1cc(/C=C/C(=O)O)cc(S(=O)(=O)NCCO)c1OC	3%	-15%	55	1%	-7%	1%	30%
50	O=C1CN(c2ccccc2F)C(=O)CN1c1ccccc1F	6%	-12%	32	-11%	-6%	u	-4%
51	CN1CCC2(CC1)N=C(c1ccc(F)cc1)C(=S)N2	-25%	-27%	-22	-5%	-13%	3%	-1%
52	O=C(c1ccccn1)N(c1ccccc1)C1(C(=O)NC2CCCCC2)CCCCC1	3%	35%	0	-3%	-3%	-5%	15%
53	COc1ccccc1OC(C)C(=O)N1CCN(CCc2ccccn2)CC1 (stereo not drawn)	0%	x	12	x	x	2%	x
54	CC(Oc1ccccc1)c1ccnn1S(C)(=O)=O (stereo not drawn)	4%	1%	-4	-2%	-6%	4%	6%
55	O=C(NCc1cn2ccccc2n1)c1ccc(Br)o1	6%	0%	2	3%	15%	-2%	4%
56	CCn1c(SCC(=O)c2ccc3c(c2)OCCO3)nnc1-c1ccco1	-28%	1%	3	5%	-24%	u	-22%
57	CCCCCn1c(=O)c(C(=O)NCc2ccncc2)c(O)c2ccccc21	-11%	47%	-88*	4%	71%[activator]	-4%	u
58	COc1ccc2oc(C(=O)OC/C(O)=C(\C#N)c3nc4ccccc4[nH]3)c(C)c2c1	-1%	-28%	-37	-5%	111%[activator]	1%	-30%
59	CCC(C)(C)C1CCC2(CC1)NC(=O)N(CC(=O)NCCc1c[nH]c3ccccc13)C2=O (stereo not drawn)	7%	-21%	0	x	6%	-1%	3%
60	COC(Cc1n[nH]c(=S)n1-c1ccccc1)OC	u	-25%	17	-4%	9%	-10%	9%
61	Cc1nn(-c2ccccc2)c(Cl)c1C(=O)OC(C)C(=O)NC(=O)NC1CCCCC1 (stereo not drawn)	-6%	5%	-16	-2%	-22%	-5%	-7%
62	COc1ccc(C(C(=O)NCc2ccccc2)N(C(=O)c2snc(C(N)=O)c2N)C2CCCC2)cc1O (stereo not drawn)	-3%	-8%	4	6%	-6%	1%	16%
63	CC(C)=NNc1nc2sc3c(c2c(=O)[nH]1)CC(C)(C)OC3	0%	-28%	u	-6%	73%[activator]	-17%	-22%
64	CC1=CC(C)(C)N(C(=O)CSc2nccn2C)c2cc(C)ccc21	4%	19%	-7	-1%	-11%	u	u
65	Clc1ccc(CN2CCN(c3ncccn3)CC2)c(Cl)c1	10%	35%	-37	-3%	16µM*	-7%	-8%
